EWS-Fli inh = inhibitors of EWS/Fli oncoprotein transcriptional activity; A673 NR0B1-luciferase reporter, viability-normalised; actives 0.67% (n = 350,000); AID 651661; inhibition, % at 12.6 µM;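 active means mean inhibition of at least 50% after viability correction, with every replicate also passing that limit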;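 further: firefly luciferase signal divided by Alamar Blue viability fluorescence both relative to DMSO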
FN deposition inh = fibronectin deposition inhibition; actives 0.086% (n = 350,000); inhibition, % at 12.6 µM; AH1F fibroblasts, Alexa488-fibronectin deposition fluorescence, overnight;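 active means mean inhibition across replicates of 30% or more, regardless of how many single replicates reach that level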;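 further: positive control wells lacked labelled fibronectin entirely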
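Test system: AH1F fibroblast monolayer depositing Alexa488-labelled fibronectin into matrix. Input: 10000 cells per well. Technique: fluorescence, ex 485 nm, em 525 nm. Buffer or medium: DMEM plus 2% serum, read in PBS. Timing: 1 h cell adhesion before compound, then overnight fibronectin incubation. Compound: single dose, pinned. Read-out basis: inhibition from reduced deposited-fibronectin fluorescence.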
PGC1a acetyl inh = PGC1a acetylation modulation, inhibitor mode | U2OS PGC1a acetylation, AlphaScreen anti-acetyl-lysine; with virally co-expressed GCN5 acetyltransferase | inhibition, % at 15.6 µM | actives 0.17% (n = 350,000) | AID 651687;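 active means every replicate shows inhibition of at least 40%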;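 further: 0% = neutral control wells and 100% = positive control wells; some results beyond the cut were filed as inactive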
S100A4 MyoIIA = S100A4-myosin IIA interaction inhibition | inhibition, % at 10.7 µM | actives 0.14% (n = 360,000) | S100A4/TAMRA-MyoIIA peptide fluorescence polarization | P26447;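 active means mean inhibition of at least 70% across replicates, with every replicate also reaching that level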
Target sequence (P26447 whole entry, looked up): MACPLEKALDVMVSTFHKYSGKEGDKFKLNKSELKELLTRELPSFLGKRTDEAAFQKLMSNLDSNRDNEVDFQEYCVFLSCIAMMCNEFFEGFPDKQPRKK
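Test system: S100A4 monomer protein; Medium: HEPES pH 7.2 with CaCl2, KCl, NaCl, DTT, Triton; Probe or stimulus: TAMRA-labelled myosin IIA heavy-chain peptide probe, 5 nM; Doses: one dose per compound; Times: polarization read 5 min after assay mix addition, stable 5–60 min; Benchmarks: neutral control DMSO, positive control TFP.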
ERAP1 inh = ERAP1 (human) enzyme inhibition. Q9NZ08. recombinant ERAP1, Leu-AMC fluorescence, 60 min. inhibition, % at 10.7 µM. actives 0.15% (n = 340,000);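 active means mean replicate inhibition of at least 30%, or all replicates individually reaching that 30% level; inactive means mean below 30% and not every replicate reaching it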;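 further: 0% = neutral control wells and 100% = L-leucinethiol positive control wells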
Target sequence (Q9NZ08 whole entry, looked up): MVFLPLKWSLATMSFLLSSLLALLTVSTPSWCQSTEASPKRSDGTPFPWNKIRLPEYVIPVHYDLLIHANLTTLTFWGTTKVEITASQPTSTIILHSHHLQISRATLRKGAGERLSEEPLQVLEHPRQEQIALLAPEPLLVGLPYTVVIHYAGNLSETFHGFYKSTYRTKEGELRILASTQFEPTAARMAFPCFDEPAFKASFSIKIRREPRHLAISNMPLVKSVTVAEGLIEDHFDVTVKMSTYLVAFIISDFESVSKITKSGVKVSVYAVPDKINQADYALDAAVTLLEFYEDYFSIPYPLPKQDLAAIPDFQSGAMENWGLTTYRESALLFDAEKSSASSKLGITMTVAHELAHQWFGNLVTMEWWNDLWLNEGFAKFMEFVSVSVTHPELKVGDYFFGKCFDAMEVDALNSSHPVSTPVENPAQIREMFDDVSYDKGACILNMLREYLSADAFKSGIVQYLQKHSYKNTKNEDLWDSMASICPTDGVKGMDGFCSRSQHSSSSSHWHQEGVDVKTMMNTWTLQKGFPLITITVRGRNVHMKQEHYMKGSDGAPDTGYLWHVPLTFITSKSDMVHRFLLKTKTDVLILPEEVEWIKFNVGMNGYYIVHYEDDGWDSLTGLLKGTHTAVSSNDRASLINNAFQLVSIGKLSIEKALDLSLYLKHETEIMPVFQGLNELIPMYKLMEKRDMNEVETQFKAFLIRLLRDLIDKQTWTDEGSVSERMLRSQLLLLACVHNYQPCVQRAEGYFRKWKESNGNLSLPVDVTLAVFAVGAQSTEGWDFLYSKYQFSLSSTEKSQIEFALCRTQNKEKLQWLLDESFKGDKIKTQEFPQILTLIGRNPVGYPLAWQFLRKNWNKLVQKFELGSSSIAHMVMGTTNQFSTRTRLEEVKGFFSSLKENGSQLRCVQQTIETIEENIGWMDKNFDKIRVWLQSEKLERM
LGR2 inh = inhibitors of bursicon-induced Drosophila LGR2 receptor cAMP signaling | HEK293 LGR2, CRE-luciferase, bursicon-stimulated, 4 h | actives 0.35% (n = 380,000) | AID 720647 | inhibition, % at 9.99 µM;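 active means drop in luminescence signal, shown as inhibition above about 50% in the replicate tests, limit read from the data, passing the limit was not always enough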;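 further: agonist challenge used bursicon conditioned medium at about half maximal strength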
PAX8 inh HTS = inhibitors of PAX8 transcriptional activity in RMG-I cells | RMG-I TPO-luciferase reporter, SteadyGlo, 24 h | AID 652154 | actives 1.2% (n = 360,000) | inhibition, % at 12.6 µM;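 active means mean replicate inhibition at least 60% with every replicate also reaching 60%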;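 further: luciferase light reporting Pax8 driven TPO promoter activity; plate controls were median of neutral control wells for no effect and mitoxantrone controls for full effect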
PglD DTNB = blocks C. jejuni PglD acetyltransferase activity | inhibition, % at 12.5 µM | actives 0.098% (n = 360,000) | purified PglD enzyme, DTNB colorimetric CoA detection | AID 602405; in the data active means inhibition above about 16%, passing the limit was not always enough; further: strong numbers were not always called active
* = called active by the depositor; · = no result given; & = joins results of further samples. Random draw from the library; any-hit rate near 2.1%.

Preview:
SMILES	EWS-Fli inh	FN deposition inh	PGC1a acetyl inh	S100A4 MyoIIA	ERAP1 inh	LGR2 inh	PAX8 inh HTS	PglD DTNB
CC(=O)N1CCCCN2[C@H](C1)[C@H](c1ccc(-c3ccncc3)cc1)[C@@H]2CO	-10	·	-2	7	2	1	-20	1
CN(CC(=O)Nc1cccc(F)c1)C(=O)c1cccc(S(=O)(=O)N2CC3(C)CC2CC(C)(C)C3)c1 (centres undefined)	12	-2	10	0	-1	-10	9	-9
COCc1cc(C)nc(Oc2ccccc2)c1C#N	8	3	5	7	4	-13	6	0

Results, previewed entries included:
SMILES	EWS-Fli inh	FN deposition inh	PGC1a acetyl inh	S100A4 MyoIIA	ERAP1 inh	LGR2 inh	PAX8 inh HTS	PglD DTNB
CC(=O)N1CCCCN2[C@H](C1)[C@H](c1ccc(-c3ccncc3)cc1)[C@@H]2CO	-10	·	-2	7	2	1	-20	1
CN(CC(=O)Nc1cccc(F)c1)C(=O)c1cccc(S(=O)(=O)N2CC3(C)CC2CC(C)(C)C3)c1 (centres undefined)	12	-2	10	0	-1	-10	9	-9
COCc1cc(C)nc(Oc2ccccc2)c1C#N	8	3	5	7	4	-13	6	0
CS(=O)(=O)Nc1ccc2c(c1)[C@H]1C[C@H](CC(=O)NCc3ccccn3)O[C@@H](CO)[C@H]1O2	-2	·	-2	9	-2	9	-14	-1
O=C(/C=C1\SC(=O)NC1=O)Nc1ccc(F)cc1	-4	·	-4	3	3	5	-16	·
COc1ccc(CCN2CC(C(=O)NCc3ccon3)CCC2=O)cc1 (centres undefined)	-2	·	·	-3	0	6	0	-2
COC(=O)c1ccccc1NC(=O)C1(S(=O)(=O)c2ccc(Cl)cc2)CC1	7	-4	-6	1	1	-7	-4	0
CCCS(=O)(=O)c1nc(S(=O)(=O)c2ccc(C)cc2)c(N2CCCCC2)s1	-1	-8	·	2	1	1	15	-3
C[C@H]1CN([C@@H](C)CO)C(=O)c2cccc(NC(=O)Nc3ccc(C(F)(F)F)cc3)c2O[C@H]1CN(C)C	-8&-1	-6	-14&14	3&-2	-6&-10	0&13	11	-3&1
CO[C@H]1CN(C)C(=O)c2ccc(NC(=O)Nc3cccc(Cl)c3)cc2OC[C@@H](C)NC[C@@H]1C	-1	2	0	-1	3	11	7	7
O=C(/C=C/c1cn(-c2ccccc2)nc1-c1ccc2c(c1)OCCO2)NCCCN1CCOCC1	7	12	-24	-8	-3	-3	-1	·
C[C@H](CO)N1C[C@H](C)[C@H](CN(C)C)Oc2ccc(NS(C)(=O)=O)cc2CC1=O	-8	-6	1	-11	3	-3	-7	-1
Cc1nnc(SCC(=O)c2ccc(Cl)cc2)n(N)c1=O	-19	2	3	3	-2	-19	-98	·
Cc1cc(C)n2nc(C(=O)Oc3ccc4c(c3)OCO4)nc2n1	·	-3	1	·	·	·	5	-2
COc1ccc(-c2ccc(C#N)c(OC)n2)cc1	-21	-7	-1	-1	3	-26	-14	·
S=C(Nc1ccc(Nc2ccccc2)cc1)NN1CCOCC1	-4	-10	2	-3	-1	-49	-14	·
CCCC(=O)Nc1ccc2c(c1)OC[C@H](C)N(CCC)C[C@@H](C)[C@H](OC)CN(C)C2=O	-5	-9	13	24	7	-14	-7	-1
CCOc1cc(NC(=O)c2cccs2)c(OCC)cc1NC(=O)CCC(=O)NCc1ccccn1	0	-6	·	4	19	4	13	·
O=C(COC(=O)c1cnc(Cl)c(Cl)c1)NC1CC1	2	-4	10	0	2	-27	-14	-1
COc1ccccc1OCc1cc(C(=O)N2CCCC(OCc3cccnc3)C2)no1 (centres undefined)	-114	5	·	-5	-2	-88	-258	-3

Shown with each value named: entries from further up
CC(=O)N1CCCCN2[C@H](C1)[C@H](c1ccc(-c3ccncc3)cc1)[C@@H]2CO
  EWS-Fli inh: -10	FN deposition inh: ·	PGC1a acetyl inh: -2	S100A4 MyoIIA: 7	ERAP1 inh: 2	LGR2 inh: 1	PAX8 inh HTS: -20	PglD DTNB: 1

CN(CC(=O)Nc1cccc(F)c1)C(=O)c1cccc(S(=O)(=O)N2CC3(C)CC2CC(C)(C)C3)c1 (centres undefined)
  EWS-Fli inh: 12	FN deposition inh: -2	PGC1a acetyl inh: 10	S100A4 MyoIIA: 0	ERAP1 inh: -1	LGR2 inh: -10	PAX8 inh HTS: 9	PglD DTNB: -9

(further entries)
SMILES	EWS-Fli inh	FN deposition inh	PGC1a acetyl inh	S100A4 MyoIIA	ERAP1 inh	LGR2 inh	PAX8 inh HTS	PglD DTNB
O=C1CN(S(=O)(=O)c2cccc(F)c2)C[C@H]2[C@@H](c3ccc(-c4ccccc4)cc3)[C@H](CO)N12	9	·	-1	-15	-2	18	-32	·
Nc1ccc(S(=O)(=O)O)cn1	-2&-2&2	8&4&1	-3&4	5&5&-1	-2	-9&14&-4	13&-39&-2	-6&-2
O=C(CC1CC1)N1[C@@H](CO)[C@@H](c2ccccc2)C12CN(S(=O)(=O)c1ccccc1)C2	·	·	1	4	3	17	·	·
CCOC(=O)c1ccc(NC(=S)NC(=O)c2cncc(Br)c2)cc1	19	2	0	-2	-6	-10	-14	-3
CCOC(=O)[C@]12CCC=C1N(Cc1ccc(Cl)cc1Cl)C(=O)[C@H](CC(=O)N1CCCCC1)C2	11	-8	·	3	-1	19	4	·
COCCNc1nnc(Cc2ccccc2)c(=O)[nH]1	-9	-3	19	-2	-1	1	-9	-7
Cc1ccc2c(C)c(C(=O)N(Cc3ccc(F)cc3)C3CCS(=O)(=O)C3)oc2c1 (centres undefined)	12	3	-5	-2	-3	-4	0	0
Cc1noc(C)c1S(=O)(=O)Nc1ccc2c(c1)C(=O)N([C@H](C)CO)C[C@@H](C)[C@@H](CN(C)C(=O)CCCN(C)C)OCCCC[C@@H](C)O2	-6	·	4	·	·	6	-14	1
COc1ccc(/C=N/NC(=O)c2nnn(-c3nonc3N)c2-c2cccs2)c(OC)c1	·	6	·	-3	-4	1	-27	-1
COC(=O)[C@@H]1CCCN1Cc1c(C(=O)N2CCOCC2)nc2c(C)cccn12	7	-1	-6	-15	0	8	3	·
S=C(Nc1ccc(Br)cc1)N1CCN(c2ccccn2)CC1	20	-11	-10	1	-5	13	4	7
Cc1ccc(CCNC(=O)C2CC(=O)N(C3CCCCC3)C2)cc1 (centres undefined)	·	5	·	-16	5	8	-1	-8
O=C(NCCC(=O)N1CCN(S(=O)(=O)c2ccc(Cl)cc2)CC1)Nc1ccccc1	-2	-12	-15	2	3	-9	-12	1
COc1cc(/C=C2\SC(=N)N(c3ccc4c(c3)OCO4)C2=O)cc(OC)c1O	5	8	6	20	4	15	1	0
CO[C@@H](CN(C)C(=O)C1CCOCC1)[C@H](C)CN([C@@H](C)CO)S(=O)(=O)c1ccccc1	0	7	5	11	1	1	·	3
Cc1ccnc(NCc2cc(Cl)ccc2O)c1	-6	·	1	6	-2	-32	-58	4
O=C(NNC(=O)C12CC3CC(CC(C3)C1)C2)c1csc(N2CCOCC2)n1	-9	7	17	-3	-1	6	·	4
O=C1CCCc2ccccc2N1	-4	-10	·	1	-2	4	-6	·
CCN(CC)C(=O)c1ccc(S(=O)(=O)c2ccccc2)cc1	-3	2	7	5	0	-3	21	5
CSc1nc2ncc(C(=O)O)c(N)n2n1	-9	7	-10	-1	9	5	0	-1
COc1ccc(Cc2nnc(NC(=O)C3CC(=O)N(CCc4ccc(F)cc4)C3)s2)cc1OC (centres undefined)	-3	6	3	1	-1	-5	-18	3
CCCCNS(=O)(=O)c1ccc2nc(-c3cccnc3)cc(C(=O)NC(C)CC)c2c1 (centres undefined)	-1	-3	14	0	5	-1	5	-1
C[C@H](CO)N1C[C@H](C)[C@H](CN(C)S(=O)(=O)c2cn(C)cn2)Oc2ncc(C3=CCCCC3)cc2C1=O	1	-2	7	8	-1	-13	2	0
C[C@H](O)[C@@H]1C(=O)N2CCc3c([nH]c4c(-c5ccccc5)cccc34)[C@@H]2C[C@@H]1N(C)C(=O)NC1CCCCC1	-4	0	·	-23	1	14	21	·
O=C(Nc1ccccc1O)c1cc2cc(Br)ccc2oc1=O	-85	1	·	1	1	-82	-109	6
O=C(c1cnccn1)N1CC(=O)N2[C@H](C1)[C@H](c1ccc(-c3cccc(F)c3)cc1)[C@@H]2CO	-15	4	-1	2	-3	12	-11	·
Cc1ccccc1-c1nc(CN2CCC(C(=O)NCCN3CCOCC3)CC2)c(C)o1	·	-1	·	-20	-5	-2	5	·
CCCn1c(C(C)NC(=O)c2ccccc2)n[nH]c1=S (centres undefined)	-1	1	·	-3	·	39	-4	·
Cc1cccc(CCNS(=O)(=O)c2ccc3c(c2)NC(=O)CS3)c1	·	-4	-3	2	0	-5	6	-6
O=C(N1CCCCC1)C1(S(=O)(=O)c2ccccc2)CC=CC1	-36	5	4	4	4	-4	-26	1
Cc1cc(OC(=O)C2CC2)c([N+](=O)[O-])c(=O)[nH]1	-6	·	·	1	-4	-26	14	·
C=CCC(C(=O)Oc1c(C(C)(C)C)cc(C)cc1C(C)(C)C)c1ccccc1 (centres undefined)	-4	0	-29	1	10	-10	10	-5
C[C@@H]1CCCCO[C@H](CN(C)S(=O)(=O)c2cccs2)[C@@H](C)CN([C@H](C)CO)C(=O)c2cc(NS(=O)(=O)c3ccc(F)cc3)ccc2O1	0	2	-2	6	-2	1	-7	-3
CCN(CC)S(=O)(=O)c1cccc(C(=O)NN2Cc3ccccc3C2=N)c1	2	10	-8	-4	0	-2	0	·
Cc1cccc(C)c1NC(=O)C(CCc1ccccc1)N1CCC(c2ccccc2)CC1 (centres undefined)	10	-2	·	-9	·	-2	6	·
Cc1nc(C(F)(F)F)ccc1C(=O)Nc1ccc2ccccc2n1	-53	4	-1	-7	3	-17	-55	6
CC(C)OC(=O)C1C(=O)CC(C)(O)C(C(=O)OC(C)C)C1c1ccc([N+](=O)[O-])cc1 (centres undefined)	-3	1	·	6	5	-4	-3	·
O=C(NCc1cccs1)c1cc2c(s1)CS(=O)(=O)C2	-1	·	·	-3	14	6	·	·
Cc1cccc(C)c1N1C(=O)c2ccccc2NC(=O)C1C(=O)NCc1ccco1 (centres undefined)	-3	-5	·	-2	-1	2	-4	·
COc1ccc(NC(=S)N(CCN(C)C)C(C)c2ccco2)cc1 (centres undefined)	-1	3	-3	1	1	2	13	-1
CCCn1cc(SCC(=O)NCc2ccc3c(c2)OCO3)c2ccccc21	-1	2	-12	-7	1	13	-2	1
C=CCn1c(Cc2cccc3ccccc23)n[nH]c1=S	·	11	-60	·	·	-13	-7	2
Cc1ccccc1OCCC(=O)N1CCN(S(=O)(=O)c2ccc(Cl)cc2)CC1	5	-2	·	3	3	5	15	0
CNc1snc(C)c1C(=O)OCC(=O)N(C)Cc1ccccc1	3	-1	8	6	2	11	16	2
Cc1ccc(N2CC(C(=O)Nc3nnc(C)s3)CC2=O)cc1 (centres undefined)	-3	·	4	11	-3	3	·	1
C[C@H](CO)N1C[C@H](C)[C@@H](CN(C)CC2CCOCC2)Oc2cc(C#CC3CC3)ccc2S1(=O)=O	20	-6	-4	5	-2	4	·	-1
CN(c1ccc(O)cc1)c1nc(-c2cccnc2)cs1	-69	8	-5	-2	0	-42	-30	-13
O=C(Nc1cccc(F)c1)N1C[C@H]2[C@@H](c3ccccc31)[C@@H](CO)N2C(=O)c1ccccn1	0	·	3	·	·	-21	-13	-1
Cc1ccc2c(CC(=O)NCC(=O)Nc3c(C)cccc3C)coc2c1	2	·	-5	-3	4	3	-8	·
CN1C(=O)c2cc(NC(=O)c3cccc(C(F)(F)F)c3)ccc2OC[C@H]2O[C@H](CC(=O)O)CC[C@H]21	5	-2	·	-1	-1	-26	6	3
Cc1c(NC(=O)c2ccc(N(C)S(C)(=O)=O)cc2)c(=O)n(-c2ccccc2)n1C	11	-5	·	-3	5	46	-12	-9

Source: PubChem BioAssay
